# LYPLA1 counter: blocks human lysophospholipase 1, a PME1 counter-screen. O75608. recombinant LYPLA1, FP-Rh probe fluorescence polarization. inhibition, % at 5.9 µM. actives 0.16% (n = 320,000). AID 2174;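 active means inhibition above the mean of all tested compounds plus 3 SD, set per campaign, cut at about 14% in these data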;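 further: inhibitors block serine hydrolase probe labeling of LYPLA1 so polarization falls; 0% = enzyme with DMSO and 100% = wells lacking LYPLA1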
# PREPL inh: inhibits the human prolyl oligopeptidase-like enzyme; Q4J6C6; recombinant PREPL, fluorescence polarization activity-based probe; inhibition, % at 5.96 µM; actives 0.68% (n = 320,000); in the data active means inhibition above about 43%;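 further: 0% = enzyme with DMSO and 100% = wells lacking enzyme; many of its hits are not listed in these tables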
# PME-1 primary: PME-1 (human) inhibition; inhibition, % at 5.9 µM; actives 0.53% (n = 320,000); recombinant PME-1, FP-Rh probe fluorescence polarization; AID 2130; Q9Y570;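 active means inhibition above the campaign mean of all compounds plus 3 SD, cut at about 26% in these data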;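 further: competitive labeling of PME-1 active site by serine hydrolase directed probe; 0% = PME-1 with DMSO and 100% = wells lacking PME-1 enzyme; inhibitors block probe labeling so polarization falls and inhibition rises; many of its hits are not listed in these tables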
# PAFAH1B2 FP inh: blocks human PAF acetylhydrolase 1b catalytic subunit 2; actives 1.2% (n = 340,000); inhibition, % at 3.39 µM; recombinant PAFAH1B2, FP-rhodamine activity probe, fluorescence polarization; AID 492953; P68402;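 active means inhibition above the mean of all tested compounds plus 3 SD, cut at about 24% in these data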;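 further: 0% = enzyme with DMSO and 100% = wells lacking PAFAH1B2; many of its hits are not listed in these tables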
# Target sequence (P68402 whole entry, looked up): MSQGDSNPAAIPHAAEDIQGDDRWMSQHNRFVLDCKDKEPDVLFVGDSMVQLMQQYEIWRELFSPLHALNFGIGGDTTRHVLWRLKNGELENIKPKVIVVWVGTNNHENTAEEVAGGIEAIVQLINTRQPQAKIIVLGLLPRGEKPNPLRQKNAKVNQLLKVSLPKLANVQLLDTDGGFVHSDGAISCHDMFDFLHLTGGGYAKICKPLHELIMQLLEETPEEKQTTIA
# PAD4 FP inh: inhibitors of human PAD4; recombinant PAD4, RCA probe fluorescence polarization; inhibition, % at 6.36 µM; actives 0.41% (n = 330,000);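 active means percent inhibition above a cutoff equal to the mean of all tested compounds plus 3 SD, cut at about 15% in these data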;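 further: 0% = PAD4 with RCA probe and DMSO and 100% = probe without PAD4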
# PAFAH1B3 inh: PAFAH1B3 (human) inhibition | Q15102 | recombinant PAFAH1B3, FP-rhodamine probe, fluorescence polarization | inhibition, % at 3.39 µM | actives 0.28% (n = 340,000) | AID 492972;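 active means inhibition above the screen-wide average of all tested compounds plus 3 SD, cut at about 25% in these data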;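 further: 0% = enzyme with DMSO only and 100% = wells lacking PAFAH1B3 protein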
# Target sequence (Q15102 whole entry, looked up): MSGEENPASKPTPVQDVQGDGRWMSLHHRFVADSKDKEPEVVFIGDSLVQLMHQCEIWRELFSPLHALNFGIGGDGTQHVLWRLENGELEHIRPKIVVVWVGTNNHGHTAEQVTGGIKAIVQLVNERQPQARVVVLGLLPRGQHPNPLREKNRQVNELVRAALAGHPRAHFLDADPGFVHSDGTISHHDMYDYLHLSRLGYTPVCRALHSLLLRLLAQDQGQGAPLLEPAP
# pPAFAH inh: pPAFAH (human) enzyme inhibition | AID 463082 | Q13093 | recombinant pPAFAH, FP-rhodamine probe fluorescence polarization | actives 1.5% (n = 330,000) | inhibition, % at 3.39 µM;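 active means inhibition above the mean inhibition across the screen plus 3 SD, cut at about 25% in these data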;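 further: inhibitors block binding of the rhodamine activity-based probe so polarization drops; 0% = enzyme with DMSO and 100% = wells lacking pPAFAH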
# LYPLA2 counter: counter-screen for PME1 inhibitors: inhibitors of human LYPLA2; O95372; recombinant LYPLA2, FP-Rh probe fluorescence polarization; inhibition, % at 5.9 µM; actives 0.38% (n = 320,000);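 active means inhibition above the screen-wide mean plus 3 SD, limit set per campaign, cut at about 26% in these data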;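 further: 0% = LYPLA2 with DMSO and 100% = wells lacking LYPLA2 enzyme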
# Target sequence (O95372 whole entry, looked up): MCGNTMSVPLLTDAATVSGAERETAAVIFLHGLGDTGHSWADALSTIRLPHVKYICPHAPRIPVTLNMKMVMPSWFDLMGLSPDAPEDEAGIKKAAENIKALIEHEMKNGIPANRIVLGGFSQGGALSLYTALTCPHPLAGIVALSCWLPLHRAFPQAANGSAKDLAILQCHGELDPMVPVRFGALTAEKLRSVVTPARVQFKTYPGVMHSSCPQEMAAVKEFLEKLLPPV
# GSTO1 counter: counter-screen for RBBP9 inhibitors: inhibitors of human GSTO1 | P78417 | recombinant GSTO1, activity-based probe fluorescence polarization | inhibition, % at 5.96 µM | actives 1.1% (n = 300,000);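 active means inhibition above the campaign mean inhibition plus 3 SD, cut at about 35% in these data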;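 further: 0% = GSTO1-1 with DMSO and 100% = wells lacking GSTO1-1 enzyme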
# Target sequence (P78417 whole entry, looked up): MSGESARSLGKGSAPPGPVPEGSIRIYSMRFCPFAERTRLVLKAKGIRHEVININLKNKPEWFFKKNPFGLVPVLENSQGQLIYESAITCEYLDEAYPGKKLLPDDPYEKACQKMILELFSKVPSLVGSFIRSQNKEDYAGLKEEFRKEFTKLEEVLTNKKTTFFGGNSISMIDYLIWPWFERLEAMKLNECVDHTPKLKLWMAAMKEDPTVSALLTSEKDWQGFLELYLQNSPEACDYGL
# An asterisk follows results filed as active; . = no result given. Some of the compounds tested, so the mix of outcomes need not match the whole.
# Results follow in this order: LYPLA1 counter	PREPL inh	PME-1 primary	PAFAH1B2 FP inh	PAD4 FP inh	PAFAH1B3 inh	pPAFAH inh	LYPLA2 counter	GSTO1 counter
> COc1ccccc1-n1c2nc3ccccc3nc2c2c(=O)n(-c3cc(C)cc(C)c3)cnc21
→ -1.3	-1.2	5.5	7.5	0.6	4.6	3.8	10.3	-7.0
> CCc1ccc(N(C(=O)CNC(=O)c2cccs2)C(C(=O)NC(C)(C)C)c2cc(OC)c(OC)c(OC)c2)cc1 (configuration not stated)
→ 0.5	7.7	1.1	-6.0	-3.3	3.6	7.0	6.0	1.1
> C=CCn1c(Sc2ccccc2)nc2c1c(=O)[nH]c(=O)n2C
→ 2.3	0.1	0.5	-4.0	4.6	-1.0	8.8	5.2	7.5
> Cc1ccnc(NS(=O)(=O)c2ccc(NC(=O)CC(C)c3ccccc3)cc2)n1 (configuration not stated)
→ -2.0	0.9	4.7	10.6	-4.5	8.9	5.5	5.5	2.4
> OCCN(Cc1ccccc1)Cc1cccc(Cl)c1Cl
→ -1.2	1.1	-4.4	2.7	2.0	10.8	7.9	1.3	3.7
> COc1cc(C(=O)NC2(C(F)(F)F)NC(=O)N(CCCc3ccccc3)C2=O)cc(OC)c1OC (configuration not stated)
→ -8.6	27.9	-0.9	6.6	-4.9	6.4	9.4	-14.9	-2.6
> Cc1c(N2C(=O)/C(=C/c3ccccc3)SC2=S)c(=O)n(-c2ccccc2)n1C
→ -3.4	13.0	4.9	1.3	5.1	-1.1	-0.1	4.2	-5.1
> CSc1cccc(NC(=S)N(CCCN2CCCC2)Cc2cccn2Cc2ccc(Cl)cc2)c1
→ 0.5	8.5	-4.7	-1.0	-2.9	2.9	2.1	0.8	-3.1
> O=C(Cn1cccc1C(=O)c1ccccc1)NCc1ccc(F)cc1
→ 2.9	-6.1	-8.3	3.4	-1.1	4.7	2.7	8.9	-0.3
> CCCCOc1ccc(S(=O)(=O)N2CCCCCC2)cc1
→ -0.6	16.3	2.8	4.0	-2.0	5.8	-2.4	1.9	-3.4
> O=C(NCCCNC(=O)NC1CCCCC1)NC1CCCCC1
→ 1.1	3.2	-0.2	.	4.3	.	1.4	2.0	5.7
> CN1CCN(C(=O)CCN2C(=O)/C(=C/c3ccc(F)cc3)SC2=S)CC1
→ -8.4	-25.1	-24.4	8.1	-64.0	-0.8	-26.1	-25.1	2.5
> Cc1nn(C)c(C(=O)N2CCN(C(=O)c3ccco3)CC2)c1Br
→ 2.1	1.7	-0.5	2.0	-5.3	3.3	-1.7	3.8	3.6
> CCN(CC)P(=O)(Nc1cccc(C(F)(F)F)c1)c1ccc(N(C)C)cc1NC(=O)c1ccco1 (configuration not stated)
→ 3.3	6.9	-1.3	3.4	-1.9	13.2	7.4	13.7	9.0
> CSc1nnc(NC(=O)CCc2ccccc2)s1
→ -1.9	4.2	5.2	6.5	-1.0	3.1	2.8	-2.0	3.0
> Nc1nn(S(=O)(=O)c2ccccc2)cc1-c1ccc([N+](=O)[O-])cc1
→ -4.9	34.2	6.7	32.0*	1.2	0.1	4.6	-1.4	5.3
> Nc1ccccc1C(=O)NCCCN1CCN(c2cccc(Cl)c2)CC1
→ 9.5	11.2	-5.2	3.6	-1.0	13.1	5.6	30.1*	5.6
> COc1ccc(N2C(=O)NC(NC(=O)c3ccncc3)(C(F)(F)F)C2=O)cc1 (configuration not stated)
→ 1.8	3.5	-1.2	-9.2	2.6	6.0	1.2	4.5	11.7
> O=C(Nc1ccc(Oc2ccc(C(F)(F)F)cn2)c(Cl)c1)C1CC1
→ -0.7	12.6	18.7	-0.5	-8.9	5.5	0.6	-5.8	-9.8
> CN(CC(=O)NCc1ccccc1)Cc1ccc(Cl)cc1
→ -0.2	-12.0	1.0	15.5	-7.3	-2.8	0.8	-1.6	2.5
> COc1ccc(C)cc1S(=O)(=O)N(C)CC(=O)N1CCN(c2ccccc2)CC1
→ 0.6	12.1	0.8	-0.5	-3.7	1.9	1.3	-6.8	9.0
> CCn1c2ccccc2c2nnc(SCC(=O)NC(CC(C)C)C(=O)OC)nc21 (configuration not stated)
→ -0.9	-1.3	10.1	0.0	-4.6	2.0	4.4	-1.7	-2.5
> CN(C1CCCCC1)S(=O)(=O)CCNC(=O)c1ccccc1
→ -0.9	-7.2	0.7	-1.5	-1.5	4.3	3.3	-3.2	8.5
> O=C(CNC(=O)c1cccs1)NCC(=O)OCc1ccccc1Cl
→ -1.9	-3.7	-4.7	3.0	1.6	2.5	-0.9	3.8	0.3
> CCOC(=O)c1[nH]c2ccccc2c1NC(=O)C(C)(C)C
→ 2.8	-0.8	-2.3	-0.6	-1.8	-1.5	-2.0	3.0	1.0
> O=C(NNS(=O)(=O)c1cccc(Cl)c1Cl)c1cccc(S(=O)(=O)N2CCOCC2)c1
→ 4.0	11.6	5.0	2.0	-2.6	0.6	1.7	3.5	1.7
> COc1ccc(CCNC(=O)C(=O)NCC2OCCCN2S(=O)(=O)c2cc(C)ccc2C)cc1 (configuration not stated)
→ 3.8	3.6	-0.9	14.0	1.2	1.5	6.0	2.8	1.9
> CCCCc1nn(-c2cc(Cl)ccc2OC)c2c1C(=O)CCC2
→ 5.9	12.0	-1.4	-1.0	4.0	-1.4	1.7	7.2	-6.2
> Nc1nnnn1/N=C/c1ccco1
→ -2.1	6.1	2.3	6.8	-4.3	4.2	3.0	-3.6	-2.9
> Cc1ccc(C)c(S(=O)(=O)NNC(=O)c2sc(NS(=O)(=O)c3ccccc3)nc2C)c1
→ 3.9	1.9	-8.9	9.1	2.5	5.7	8.1	5.0	1.8
> Cc1ccc(-n2nnnc2SCC(=O)NNC(=O)c2ccc([N+](=O)[O-])cc2)cc1
→ -0.6	-4.3	-3.4	3.8	-2.4	3.9	3.8	4.9	1.4
> CCS(=O)(=O)N1CCN(c2nc(-c3ccccc3)cs2)CC1
→ 2.2	10.8	2.4	0.5	3.9	6.9	3.9	-1.3	7.5
> O=C(CNS(=O)(=O)c1ccccc1)OCC(=O)c1ccc([N+](=O)[O-])cc1
→ -0.4	3.0	0.9	-1.6	-3.2	-0.7	2.4	-2.4	21.2
> Cc1ccsc1C(C(=O)NC(C)(C)C)N(C(=O)c1csnn1)c1ccccc1 (configuration not stated)
→ -1.1	-3.6	-0.3	-0.1	0.2	4.2	0.3	-3.4	-2.9
> CSc1ccc(S(=O)(=O)NC2CCCCCC2)cc1
→ 2.9	-11.1	5.5	8.2	-0.5	8.8	9.0	1.3	-3.5
> COC(=O)CSc1nnc(-c2ccco2)n1-c1ccc(C)cc1
→ 3.9	10.9	-2.5	1.8	-2.9	5.3	-0.1	12.6	-1.0
> CCCCOC(=O)Nc1nnc(SCCOc2ccc(C)cc2)s1
→ -2.2	-11.3	-9.9	0.1	-0.7	3.7	4.7	-2.6	0.1
> CCOC(=O)c1c(S(=O)(=O)Nc2ccc(C)c(F)c2)c(C)n(C)c1C
→ 3.4	-4.3	-2.8	6.8	0.8	4.5	0.7	-5.5	0.1
> O=C(O)c1ccc(Nc2nc3ccccc3nc2NS(=O)(=O)c2cccs2)cc1
→ -3.6	1.1	5.0	0.5	-4.3	1.9	3.9	-7.8	8.9
> Cc1nc(C(=O)NCc2ccccc2)sc1C1(C)CC(c2cccc([N+](=O)[O-])c2)=NO1 (configuration not stated)
→ -4.3	-8.8	-3.0	1.9	-4.4	6.3	0.4	14.3	-1.2
> COCCNc1nnc(SCC(=O)c2c[nH]c3ccccc23)s1
→ -6.8	26.1	3.2	1.8	0.3	-1.8	2.3	-2.3	2.9
> O=[N+]([O-])c1ccc(/C=N/Nc2cc(Cl)nc(-c3ccccc3)n2)cc1
→ 1.1	9.3	2.0	-1.2	-1.6	3.3	0.3	1.3	-3.8
> CCC(C(=O)OCCN(CC)CC)c1ccccc1 (configuration not stated)
→ 0.8	-1.1	-1.7	-0.9	-2.8	0.9	0.6	-0.3	1.6
> COC(=O)c1c(NC(=O)c2c(OC)cccc2OC)sc2c1C(C(=O)OC)CC2 (configuration not stated)
→ -2.2	1.1	-4.4	2.0	-1.3	-0.2	-5.2	-6.1	-0.7
> Cc1cccc(NC(=O)CNC(=O)c2cccc(S(=O)(=O)NCc3cccs3)c2)c1C
→ 0.9	7.9	7.5	8.0	0.4	0.1	1.4	5.6	.
> Cc1ccc(-c2nc(N3CCN(C)CC3)c3ccccc3n2)cc1
→ -3.1	-22.2	-1.1	15.9	0.9	11.0	2.4	3.1	-1.3
> O=C(OCCCc1cc2ccccc2c(=O)o1)c1ccc(F)cc1
→ 0.1	4.9	-2.5	-1.4	2.7	16.5	2.0	6.6	.
> O=C(Nc1ccc(C(=O)N2CCOCC2)cc1)c1cccc(Br)c1
→ -2.1	6.3	3.1	1.5	-2.1	17.2	-2.1	-5.7	-1.8
> CCOC(=O)c1c(NC(=O)CSc2nnc(C)c(=O)[nH]2)sc(C)c1C
→ -3.5	-2.7	0.7	.	-2.5	.	7.1	-6.5	-8.1
> CCOC(=O)c1ccc(NC(=O)c2ccco2)cc1
→ 2.5	-47.6	-7.5	12.0	-0.8	5.3	2.5	1.9	-2.4
> CCN(CC)C(=O)CSc1nc2c(sc(=S)n2Cc2ccco2)c(=O)n1-c1ccccc1
→ 1.6	15.1	3.2	2.9	-1.1	7.5	-0.7	2.8	-3.6
> C=C(C)c1cccc(C(C)(C)NC(=O)NC2CC(C)(C)NC(C)(C)C2)c1
→ 0.3	-13.1	2.4	-5.7	4.0	-0.1	3.2	1.0	-2.5
> O=C(N/N=C/c1ccccc1Cl)c1nc2ccc([N+](=O)[O-])cc2c(=O)[nH]1
→ -0.8	5.3	5.5	1.9	-5.5	1.5	5.8	-0.4	14.6
> C/C(NCc1cccnc1)=C(\C#N)C(=O)NCc1ccccc1
→ 3.8	-1.9	0.9	7.8	3.9	7.8	2.5	6.5	2.0
> CC(C)(C)c1ccc(OCC(=O)N(Cc2cccs2)C2CCS(=O)(=O)C2)cc1 (configuration not stated)
→ -3.6	4.1	2.9	29.1*	-2.2	2.2	2.7	1.1	-0.2
> CC(=O)N(CC1CCCO1)C1(C(=O)NC2CCCC2)CCCCC1 (configuration not stated)
→ 3.0	6.9	-3.2	2.1	1.3	2.4	3.0	-0.4	-8.8
> COc1ccc(C(=O)NC(=S)NC2CCSC2=O)cc1 (configuration not stated)
→ -3.8	-4.0	2.5	-2.8	-1.5	-3.1	8.3	5.8	-8.5
> Cc1cc(C(=O)COC(=O)c2ccc(N)cc2)c(C)n1-c1c(C)n(C)n(-c2ccccc2)c1=O
→ -4.2	0.5	-4.8	-1.9	2.0	1.4	-1.4	-0.4	6.6
> C=CCN1CCN(C(CC(C)C)c2nnnn2CCOC)CC1 (configuration not stated)
→ 1.9	1.9	-3.1	2.8	-1.1	-0.5	-4.8	-3.6	-6.2
> CCOc1ccc(NC(=O)COC(=O)c2cc(=O)c3ccccc3o2)cc1
→ 0.3	-3.4	0.9	3.8	-2.0	-0.2	1.3	-1.7	.
> Cc1cc(C)cc(C(=O)Nn2cnnc2)c1
→ -4.4	12.9	2.4	7.7	-0.4	1.9	-0.8	-4.9	-5.3
> CN(CC(=O)Nc1ccc(Cl)c(Cl)c1)C(=O)c1cccc2cccnc12
→ -1.8	36.0	1.4	2.7	-3.2	4.1	8.0	4.9	.
